IDE cell inh: inhibits human insulin-degrading enzyme in HEK cells. 320,000 tested, 0.41% active. FAbetaB cleavage, fluorescence polarization. inhibition, % at 5.59 µM;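 active = percent inhibition above the average of all tested compounds plus 3 SD, set per screening campaign, cut at about 16% in these data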;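 also: IDE supplied by intact live HEK cells; FP after avidin binding of uncleaved biotin substrate so inhibition keeps polarization high; 0% = DMSO wells and 100% = 60 µM reference IDE inhibitor Ii1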
NALP1 yeast inh: blocks the NALP1 inflammasome reconstituted in yeast; 280,000 tested, 0.61% active; inhibition, % at 10 µM; S. cerevisiae NALP1/ASC/caspase-1 growth, X-gal OD620, 72 h; AID 2071; in the data active = inhibition mostly above about 24%, no sharp cut-off; inactive = mostly below about 32%; also: some compounds called inactive have numbers as strong as hits
PHOSPHO1 inh: inhibitors of human PHOSPHO1 phosphatase; Q8TCT1; recombinant PHOSPHO1, absorbance phosphatase assay; inhibition, % at 13.3 µM; 290,000 tested, 1.1% active; in the data active = inhibition above about 60%
IMP-1 inh: inhibitors of Pseudomonas aeruginosa IMP-1 metallo-beta-lactamase | 290,000 tested, 0.45% active | purified IMP-1, nitrocefin hydrolysis, epi-absorbance fluorescence | AID 1556 | inhibition, % at 5.6 µM;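 active = inhibition above the mean plus 3 SD of all compounds in the same screening run, cut at about 4.5% in these data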;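 also: 0% = IMP-1 with DMSO and 100% = DMSO wells lacking enzyme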
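Assay system: purified recombinant IMP-1 beta-lactamase. Input: IMP-1 0.2 nM before substrate addition. Buffer or medium: Zinc- and detergent-supplemented HEPES buffer, pH 7.1. Schedule: 25 °C, 15 min preincubation, 25 min reaction. Signal: Epi-absorbance fluorescence, 480 nm excitation, 530 nm emission. Evaluation: percent inhibition from optical density relative to buffer-blank wells.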
VIM-2 inhibitor: inhibitors of Pseudomonas aeruginosa VIM-2 metallo-beta-lactamase | AID 1527 | 290,000 tested, 0.89% active | inhibition, % at 5.6 µM | purified VIM-2, nitrocefin hydrolysis, epi-absorbance fluorescence;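 active = inhibition above the mean of all tested compounds plus 3 SD, cutoff set per screening run, cut at about 7.5% in these data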;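 also: red hydrolysis product quenches plate fluorescence so inhibitors raise well fluorescence; 0% = enzyme with DMSO and 100% = DMSO without enzyme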
PfM18AAP inh: blocks P. falciparum M18 aspartyl aminopeptidase; recombinant PfM18AAP, H-Glu-NHMec fluorogenic cleavage; inhibition, % at 7.35 µM; 290,000 tested, 1.2% active; AID 1822;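 active = inhibition above the campaign mean inhibition over all tested compounds plus 3 SD, cut at about 28% in these data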;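 also: 0% = plate median of test compound wells and 100% = 2 mM ZnCl2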
GPR7 antagonist: human neuropeptides B/W receptor 1 antagonism; inhibition, % at 4.4 µM; 290,000 tested, 1.1% active; GPR7-expressing cells, fluorescence antagonist assay; P48145; in the data active = inhibition above about 16%, passing the limit was not always enough;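 also: cells stimulated with the agonist NPW; 0% = agonist with vehicle and 100% = vehicle without agonist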
pCIP destab: p/CIP protein destabilization; Q05BA5; F442A p/CIP-EGFP cells, EGFP fluorescence, 16 h; decrease of EGFP signal, % at 10 µM; 290,000 tested, 0.01% active; AID 1984;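 active = EGFP signal decrease of at least 30% at 10 µM or well 3 SD below plate mean, unless failing retest; inactive = the rest, including hits failing retest or dose response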; also: some compounds called inactive have numbers as strong as hits; many of its hits are not listed in these tables
Target sequence (Q05BA5 1-1403): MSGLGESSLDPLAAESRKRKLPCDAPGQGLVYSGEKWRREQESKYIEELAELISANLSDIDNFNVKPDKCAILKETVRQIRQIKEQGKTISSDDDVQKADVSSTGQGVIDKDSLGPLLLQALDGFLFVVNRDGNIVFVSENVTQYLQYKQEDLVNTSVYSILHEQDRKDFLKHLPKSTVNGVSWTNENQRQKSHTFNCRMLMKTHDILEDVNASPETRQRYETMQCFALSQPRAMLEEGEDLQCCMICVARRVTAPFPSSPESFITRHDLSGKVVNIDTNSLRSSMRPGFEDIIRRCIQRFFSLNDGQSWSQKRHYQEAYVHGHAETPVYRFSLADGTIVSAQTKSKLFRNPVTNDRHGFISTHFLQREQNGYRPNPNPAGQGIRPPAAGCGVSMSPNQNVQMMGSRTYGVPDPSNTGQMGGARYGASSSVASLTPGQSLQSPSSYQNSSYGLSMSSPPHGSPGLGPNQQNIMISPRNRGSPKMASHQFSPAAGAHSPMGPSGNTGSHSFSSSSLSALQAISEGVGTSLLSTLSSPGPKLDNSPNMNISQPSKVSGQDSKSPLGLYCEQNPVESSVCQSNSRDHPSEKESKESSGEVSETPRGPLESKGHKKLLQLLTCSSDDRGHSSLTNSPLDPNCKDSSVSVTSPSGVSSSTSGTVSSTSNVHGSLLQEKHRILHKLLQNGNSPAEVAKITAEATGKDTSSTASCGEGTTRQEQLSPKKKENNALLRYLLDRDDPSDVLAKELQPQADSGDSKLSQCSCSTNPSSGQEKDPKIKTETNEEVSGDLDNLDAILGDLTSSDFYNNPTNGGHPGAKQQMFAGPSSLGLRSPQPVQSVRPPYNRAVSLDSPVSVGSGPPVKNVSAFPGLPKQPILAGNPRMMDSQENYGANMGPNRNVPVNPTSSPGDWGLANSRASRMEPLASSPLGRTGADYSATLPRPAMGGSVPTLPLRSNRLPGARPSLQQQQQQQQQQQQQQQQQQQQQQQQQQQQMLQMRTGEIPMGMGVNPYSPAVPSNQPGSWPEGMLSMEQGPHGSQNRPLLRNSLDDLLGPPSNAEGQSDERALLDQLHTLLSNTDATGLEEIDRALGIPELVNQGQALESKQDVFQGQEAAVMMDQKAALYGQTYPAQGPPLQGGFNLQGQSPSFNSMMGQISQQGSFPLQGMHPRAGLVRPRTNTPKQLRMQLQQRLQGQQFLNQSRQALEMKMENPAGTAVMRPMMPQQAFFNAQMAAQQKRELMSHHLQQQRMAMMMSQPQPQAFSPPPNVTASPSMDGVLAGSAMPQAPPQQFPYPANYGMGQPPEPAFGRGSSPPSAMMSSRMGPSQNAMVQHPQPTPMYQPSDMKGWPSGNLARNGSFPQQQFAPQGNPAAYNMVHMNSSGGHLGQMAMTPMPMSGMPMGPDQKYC
IDE act: activators of human insulin-degrading enzyme in cells | P14735 | HEK cells, FAbeta-B cleavage, fluorescence polarization; 0% vehicle, 100% cell-free pure enzyme wells | activation, % at 5.96 µM | 340,000 tested, 0.073% active;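 active = activation above the mean of all tested compounds plus 3 SD, set per screening campaign, cut at about 17% in these data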
* hit, by the source's call; . = no result given; & = joins results of further samples.

SMILES	IDE cell inh	NALP1 yeast inh	PHOSPHO1 inh	IMP-1 inh	VIM-2 inhibitor	PfM18AAP inh	GPR7 antagonist	pCIP destab	IDE act
CC(Sc1nc2nn(-c3ccccc3)c(=O)c-2c2n1CCCCC2)C(N)=O (stereo unspecified)	-3	-7	1	-1.3	-4.4	-7	-3	-4	5
Cc1ccc(S(=O)(=O)C(CCC(=O)N2CCOCC2)S(=O)(=O)c2ccc(C)cc2)cc1	4	10	-33	-2.9	-2.5	9	-8	2	5
Nc1[nH]ncc1C(=O)Nc1cccc(C(F)(F)F)c1	7	4	-4	-2.2	-1.9	0	-2	0	1
Cc1ccc(NCN2C(=O)c3ccccc3C2=O)c(C)c1	1	-5	19	-3.7	-4.3	-3	-2	-6	9
COc1cccc(OCC(O)CNC(=O)c2oc3ccc(C)cc3c2C)c1 (stereo unspecified)	5	3	8	-3.7	-1.6	-2	-19	7	-1
CCOC(=O)c1c(NC(=O)CSc2nnc(C)c(=O)[nH]2)sc(C)c1-c1ccc(C)cc1	-1	.	34	-2.1	-2.0	4	-13	-4	7
O=C(NNC(=O)c1cc2cc3ccccc3nc2s1)c1cccc(C(F)(F)F)c1	6	-6	-26	-0.3	-3.8	3	-7	3	2
CC(=O)Nc1ccc(S(=O)(=O)NCc2cn3ccsc3n2)cc1	8	6	0	1.0	0.0	-14	3	26	7
CCOCCc1c(O)nc(SCC(=O)N2CCOCC2)[nH]c1=O	2	4	28	-2.3	-2.8	-14	-8	-9	2
CC(=O)O[C@@H]1[C@H]2[C@@H](C[C@@H](C)[C@@H]3CCC(=O)[C@@]13C)OC(=O)[C@@H]2C	4	3	13	.	.	.	.	2	1
O=C(COC(=O)CCc1c[nH]c2ccccc12)Nc1cc([N+](=O)[O-])ccc1Cl	3	24	-9	0.0	2.6	-6	2	6	5
O=c1[nH]c(NCc2ccccc2)nc2c1CCC2	-4	24	5	0.3	-0.3	-7	7	-10	7
O=C(Cn1nc(-c2ccc(F)cc2)ccc1=O)Nc1ccc2c(c1)OCCO2	-6	2	52	-1.4	-0.5	1	0	0	2
CCn1c(=O)c2ccccc2n(Cc2cccc(C)c2)c1=O	4	-6	.	-1.8	-3.1	1	-5	-7	-13
c1csc(-c2ccc3ccccc3n2)c1	3	18	54	-2.2	-2.3	-2	-10	-8	2
COC(=O)CCSCC(=O)Nc1cc(C)on1	-2	13	3	-1.0	0.9	-11	-3	-8	4
CCCC(c1nnnn1Cc1ccc(F)cc1)N1CCN(CC)CC1 (stereo unspecified)	4	-8	-8	-1.8	-3.1	3	17	-20	6
O=C(N=C1SC2CS(=O)(=O)CC2N1c1c(Cl)cccc1Cl)C1CC1 (stereo unspecified)	-8	28	26	0.1	-0.3	-6	-8	1	3
Cc1cccc(-n2nnnc2SCC(=O)c2cc(C)n(CC3CCCO3)c2C)c1 (stereo unspecified)	5	9	93*	-2.9	-3.5	1	1	1	2
CCOC(=O)c1c(C)nc(-c2ccccc2)nc1NC(C)=O	-3	-6	3	-0.6	-0.5	-7	-5	-12	4
Cc1cc(C)nc(Oc2ccc([N+](=O)[O-])cc2)n1	-4	9	7	1.5	-0.4	-6	1	12	3
CCN1CCSc2ccc(C(=O)NCc3cccc(Br)c3)cc21	-1	7	33	-2.1	0.0	4	-2	1	-2
O=S(=O)(O)c1nc2ccccc2n1Cc1ccc(Cl)cc1Cl	-1	-2	11	-1.2	-3.6	10	-10	-14	4
COc1cccc(NC(=O)C2CCCN2C(=O)Nc2ccccc2)c1 (stereo unspecified)	1	6	22	-3.0	-2.1	2	-16	5	1
Cc1ccccc1OCC(=O)Nc1ccc2c(c1)C(=O)N(CCC(=O)O)C2=O	2	-1	4	-1.1	-3.5	-1	9	-14	2

Record cards, as listed above. Order of values: IDE cell inh, NALP1 yeast inh, PHOSPHO1 inh, IMP-1 inh, VIM-2 inhibitor, PfM18AAP inh, GPR7 antagonist, pCIP destab, IDE act
Results for Nc1[nH]ncc1C(=O)Nc1cccc(C(F)(F)F)c1 → 7, 4, -4, -2.2, -1.9, 0, -2, 0, 1
Results for CCOC(=O)c1c(C)nc(-c2ccccc2)nc1NC(C)=O → -3, -6, 3, -0.6, -0.5, -7, -5, -12, 4
Results for O=C(COC(=O)CCc1c[nH]c2ccccc12)Nc1cc([N+](=O)[O-])ccc1Cl → 3, 24, -9, 0.0, 2.6, -6, 2, 6, 5
Results for CC(=O)Nc1ccc(S(=O)(=O)NCc2cn3ccsc3n2)cc1 → 8, 6, 0, 1.0, 0.0, -14, 3, 26, 7

(list continues)
SMILES	IDE cell inh	NALP1 yeast inh	PHOSPHO1 inh	IMP-1 inh	VIM-2 inhibitor	PfM18AAP inh	GPR7 antagonist	pCIP destab	IDE act
CC(CN1CCCCC1)OC(=O)c1ccc2c(c1)OCCO2 (stereo unspecified)	0	11	45	-2.2	0.6	0	-8	-18	4
Cc1ccc(C)c(CNS(=O)(=O)c2ccc3c(c2)C(C)(C)C(=O)N3C)c1	5	6	-1	-0.5	2.8	-4	8	12	4
COC(=O)c1cc(NC(=O)CC2C(=O)NCCN2C(=O)c2ccccc2)cc(C(=O)OC)c1 (stereo unspecified)	3	17	-13	-2.1	-2.1	3	-3	-8	2
CCOc1ccccc1NC(=O)C1CCN(C(=O)c2cccs2)CC1	0	5	41	-0.1	-1.1	-3	-2	-8	2
Cc1cccc(OCC(O)CN2CCN(C3CCCCC3)CC2)c1 (stereo unspecified)	1	21	9	-2.3	0.1	-2	-11	-4	2
Cc1cc(C)c(NC(=O)CSc2nc3ncc(Br)cc3[nH]2)c(C)c1	5	11	20	-0.3	-2.0	-2	-5	-12	6
COc1ccc(N/C=C(\C(C)=O)c2ccc(OC)c(OC)c2)cc1OC	1	2	37	-2.9	-4.3	7	-12	-14	2
O=C(CN(C(=O)CSc1nc2ccccc2o1)c1ccccc1)NC1CCCCC1	-3	0	28	-1.4	-7.4	-3	-8	-6	2
COc1ccc(C(C)C)cc1S(=O)(=O)Nc1ccncc1	3	-10	16	-1.8	-2.0	37*	-22	7	7
COc1ccc(C2/C(=C(/O)c3ccc4c(c3)CC(C)O4)C(=O)C(=O)N2CCCN2CCOCC2)cc1OC (stereo unspecified)	0	12	48	-1.6	-3.2	12	-18	5	0
CCOc1cccc(CN2CCCC(N3CCc4ccccc4C3)C2)c1O (stereo unspecified)	4	8	19	-2.9	-3.8	2	-6	-12	-1
CC(C)N(C(=O)CSc1nc(Cc2ccccc2)nc2ccccc12)C(C)C	3	9	14	-3.9	-2.2	1	-14	-14	0
COc1ccc(Cl)cc1NC(=O)CN(C)C(=O)CNC(=O)C12CC3CC(CC(C3)C1)C2	-2	0	-1	-6.4	-3.7	-5	-3	1	1
CCNC(=O)C(=O)NCc1ccncc1	4	13	19	-5.4	-2.4	-2	-1	-10	3
CC(=O)NNC(=S)NC(=O)c1cccc([N+](=O)[O-])c1	1	2	58	-4.2	-4.6	47*	0	0	-7
N#CCSCC(=O)Nc1ccc(Br)cc1	-3	11	12	-3.1	0.4	-6	-5	-6	5
CC(=O)/C(N=Nc1ccc(OC(F)(F)F)cc1)=C(\C)O	4	.	41	-2.0	-3.1	-7	-6	-12	-3
Cc1ccc(NC(=O)CCc2nnc3ccc(N4CCN(C)CC4)nn23)cc1F	4	23	-1	-1.6	-3.0	-8	3	9	1
Cc1ccc(OCC(=O)Nc2ccc(O)c(C(=O)O)c2)cc1C	3	.	6	-0.7	-1.5	8	-14	-7	6
CCCCNC(=O)c1ccc(CNc2c(N3CCC(C(=O)OCC)CC3)c(=O)c2=O)cc1	2	22	2	-1.6	-2.7	-4	-10	-10	-1&1
O=C(COC(=O)c1cc([N+](=O)[O-])ccc1NCCO)Nc1ccc2c(c1)OCO2	3	6	29	-0.9	-0.2	-6	-5	-25	4
COc1cccc(C(=O)SC2=NCCS2)c1	-2	-9	13	-2.9	-0.8	3	-8	2	0
CCCn1nnnc1-c1ccc(Cl)cc1	3	-11	4	-1.9	-2.2	3	-7	-1	1
O=C(NCCC1CCCC1)c1cccs1	-7	8	45	-3.2	-2.2	53*	-1	-3	-3
Cc1ccc(CNC(=O)CC2Sc3ccccc3NC2=O)cc1 (stereo unspecified)	9	11	29	2.2	-0.3	-8	0	3	2

Other compounds follow.
SMILES	IDE cell inh	NALP1 yeast inh	PHOSPHO1 inh	IMP-1 inh	VIM-2 inhibitor	PfM18AAP inh	GPR7 antagonist	pCIP destab	IDE act
O=C1NC(=O)C(c2ccc(F)cc2)N1 (stereo unspecified)	-3	21	24	1.0	-0.7	-14	4	-10	2
O=C(NCCS(=O)(=O)N1CCN(c2ccccc2F)CC1)C1CC(=O)N(c2ccccc2)C1 (stereo unspecified)	2	15	40	-1.6	-5.2	2	-11	2	-7
COc1ccccc1NC(=O)N1CCOCC1	5	7	16	-3.5	-1.8	3	6	4	1
CC(C)=NOC(=O)c1c(C)noc1-c1snnc1C	10	.	22	-0.7	-0.6	-10	4	-8	2
COc1ccccc1N(CC(=O)NCCSc1ccccc1)S(C)(=O)=O	-1	-6	-32	-1.8	-2.1	-1	1	-5	4
CC1CCN(C(=O)NC(=O)c2ccc(Cl)cc2)CC1	6	3	38	-4.1	-5.2	-2	-1	-2	-1
Cc1ccc(S(=O)(=O)NC(CC(=O)n2nc(C)cc2C)c2ccccc2)cc1 (stereo unspecified)	3	-5	4	-2.1	-3.6	-3	-7	-12	0
COc1ccc(C=O)cc1Cn1cnc2c(cnn2C)c1=O	3	25	22	-3.2	-1.6	0	-4	4	2
CN(Cc1ccccc1)C(=O)CSc1nc2ccccc2c(=O)n1Cc1ccco1	-6	.	-16	-2.8	-3.3	-5	-12	0	-5
COc1ccccc1/C=C/CN1CCOCC1	-4	34	4	-3.5	-2.7	-3	-1	-4	2
CCOC(=O)C1=C(C)NC(=O)NC1c1ccccc1Cl (stereo unspecified)	1	-11	-21	-3.1	0.3	-6	-2	-14	2
COc1cc(OC)c2ccc(=O)oc2c1C(CC(=O)N1CCOCC1)c1ccc(N(C)C)cc1 (stereo unspecified)	-2	4	-14	.	.	.	.	4	-3
O=C(O)Cc1sc(Nc2cccc3ccccc23)nc1-c1ccc(F)cc1	.	1	20	-0.6	2.1	7	5	10	-6
c1cncc(-c2nnc(-c3cccs3)o2)c1	2	19	1	0.2	-1.3	1	-1	3	1
COc1ccc(S(=O)(=O)N2CCCC2C(=O)Nc2ccc(C)cc2)cc1 (stereo unspecified)	4	14	-7	-4.0	-3.4	-6	6	0	5
Cn1c(=O)c2c(nc(N3CCc4ccccc4C3)n2Cc2ccc(Br)cc2)n(C)c1=O	9	12	-6	-3.0	-2.6	6	-14	-4	4
CC(=O)c1cc(C#N)c(SCC(=O)Nc2nccs2)nc1C	-4	7	29	-4.0	-3.8	3	6	-4	-1
COc1ccc(CCC2CCNCC2)cc1	4	14	20	-1.6	0.1	-8	-6	-4	7
O=S1(=O)C[C@@H](O)[C@@H](Nc2ccc(Cl)cc2)C1	-2	19	-6	-3.7	-1.6	-5	-6	-18	4
COc1cccc(NC(=O)C2CCN(c3cnccn3)CC2)c1	0	15	8	-2.7	-2.5	-4	-8	-2	-3
O=C1Nc2ccccc2/C1=C/c1ccccc1Cl	6	12	-16	-1.4	-0.4	13	-10	-12	1
O=C(Nc1cccc(Cl)c1)N1N=CCC1c1ccccc1 (stereo unspecified)	7	.	32	-1.6	-1.9	0	10	-3	.
CCCCn1c(=O)[nH]c(=O)c2c1nc(-c1ccc3ccccc3c1)n2CC	-2	-7	24	-3.3	-2.9	-3	-3	-8	2
